Myeloid diff 2: compounds promoting myeloid differentiation; calls only at 10 µM; AID 624256; ER-HoxA9 myeloid progenitors, lysozyme-GFP differentiation, flow cytometry; 1% of 360,000 active;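 active = normalized GFP-positive differentiation at or above the plate's own cutoff, the solvent-only control mean plus 3 SD; inconclusive = no clear call, values can overlap the other calls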;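 also: cells exposed to compound for four days before flow analysis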
Myeloid diff 2 GFP+ MAC1+ %: recorded beside Myeloid diff 2, whose call it bears; GFP+ MAC1+ double positive, %; measured here: differentiation confirmed by MAC1 staining
Starred values were filed as active, the others as inactive; i = inactive; ? = inconclusive; . = no result given; + = active, no number. An excerpt; the hit share may differ from the screen's.

SMILES | Myeloid diff 2 | Myeloid diff 2 GFP+ MAC1+ %
Cc1cn([C@H]2C[C@H](O)[C@@H](CCC(=O)NCC3CCCO3)O2)c(=O)[nH]c1=O (stereo partly drawn) | i | 0.7
CC(C)(C)S(=O)N1Cc2cc(C(=O)N3CCOCC3)nc(-c3cccc(Br)c3)c2[C@@H]1CCO (stereo partly drawn) | i | 0.8
Cc1c(C(=O)NCc2ccc(Cl)c(Cl)c2)sc(=O)n1Cc1ccc(S(C)(=O)=O)cc1 | i | 5.8
Cn1ccc2c(-c3ccc(CO)cc3)cc3c(c21)C1CCC3C1 (stereo not drawn) | i | 1.4
Cc1ccc(C(NC(=O)C2CCN(Cc3ccc(Oc4ccccc4)cc3)CC2)c2ccccn2)cc1 (stereo not drawn) | i | 0.8
CC1(C(=O)NS(=O)(=O)c2cccc(Cl)c2)CCN1C(=O)Cc1cccs1 (stereo not drawn) | i | 1.2
O=C(C[C@@H]1CC[C@H](NC(=O)c2ccc3c(c2)OCO3)[C@@H](CO)O1)NCc1ccc(F)cc1 | i | 1.8
Nc1ncnc2c1ccn2[C@H]1CN(Cc2ccc3c(c2)OCO3)C[C@@H](COC(=O)c2ccccc2)O1 | i | 1.5
Cc1ccc(S(=O)(=O)N2[C@@H](Cc3ccccc3)CO[C@H]2CC(=O)c2cccs2)cc1 | i | 1.3
CS(=O)(=O)N1Cc2cc(C(=O)NCC3CCCCC3)nc(-c3cccc(-c4cccnc4)c3)c2[C@H]1CCO | i | 0.6
COc1ccc(S(=O)(=O)N[C@@H]2C=C[C@@H](CC(=O)N3CCc4ccccc4C3)O[C@@H]2CO)cc1 | i | 1.9
Cc1ccc(N2CCN(C(=O)c3[nH]c(C(F)(F)F)nc3-c3ccccc3)CC2)cc1 | i | 1.1
N#Cc1cccc(C(=O)C(=O)N2CCN(C(=O)OCc3ccccc3)CC2)c1 | i | 1.1
CC(=O)C1=CCC(c2ccccc2)N(Cc2ccccc2)C1 (stereo not drawn) | i | 2.0
CC(=O)N1CCN(Cc2cc(=O)oc3cc(C)c(C)cc23)CC1 | i | 0.4
O=C(Nc1ccccc1)c1cc(C2CCCCN2C(=O)c2ccccc2)on1 (stereo not drawn) | i | 2.6
O=C1Nc2c(Cl)cccc2C1=O | i | 1.2
CC(C)[C@H](NC(=O)OC(C)(C)C)c1cc(C(=O)NCCO)c(N)s1 | i | 3.1
CCNC(=O)C1CCCN(C(=O)c2cccs2)CC1 (stereo not drawn) | i | 0.2
COCCNc1nc(NCCCN2CCCC2=O)c2sccc2n1 | i | 2.8

Three records picked at random from those above:
SMILES | Myeloid diff 2 | Myeloid diff 2 GFP+ MAC1+ %
N#Cc1cccc(C(=O)C(=O)N2CCN(C(=O)OCc3ccccc3)CC2)c1 | i | 1.1
Cc1ccc(C(NC(=O)C2CCN(Cc3ccc(Oc4ccccc4)cc3)CC2)c2ccccn2)cc1 (stereo not drawn) | i | 0.8
Cc1cn([C@H]2C[C@H](O)[C@@H](CCC(=O)NCC3CCCO3)O2)c(=O)[nH]c1=O (stereo partly drawn) | i | 0.7

(cont.)
SMILES | Myeloid diff 2 | Myeloid diff 2 GFP+ MAC1+ %
COc1ccc(OC)c(CNC(=O)c2[nH]c(C(F)(F)F)nc2-c2ccccc2)c1 | i | 1.3
CC(C)c1ccc(NC(=O)C2(C)Cc3c(-c4ccccc4)ccnc3O2)cc1 (stereo not drawn) | i | 0.3
Cc1cccc(C(=O)N2CCC(=O)N([C@H](COCc3cccc(C(F)(F)F)c3)Cc3ccccc3)CC2)c1 | i | 0.6
CC(=O)Nc1cccc(-c2ccnc3c2CC(C)(C(=O)NC(C)C)O3)c1 (stereo not drawn) | i | 0.8
COc1ccc(-c2csc(C(C)(O)c3ccc(OC)cc3)n2)cc1 (stereo not drawn) | i | 1.4
CCCN(C)C1CN(Cc2cn(Cc3ccc(F)cc3)nn2)S(=O)(=O)C1 (stereo not drawn) | i | 1.5
CCCCCCCCN1C(=O)[C@H](CC(=O)NCc2cccc(C(F)(F)F)c2)C[C@@]2(C(=O)OC)CC(C)(C)CC=C12 | i | 2.1
O=C(C(=O)N1CCN(C/C=C/c2ccccc2)CC1)c1ccccc1 | i | 1.5
Cc1cc2nc(-c3cccc(Br)c3)c(CC(C)(C)C)n2c(C)c1Br | i | 0.8
COc1ccc(-n2nnnc2C(c2cccc3ccccc23)N2CCN(C/C=C/c3ccccc3)CC2)cc1 (stereo not drawn) | i | 1.1
O=S1(=O)CC(N2CCCCC2)CN1Cc1cn(Cc2cccc(Cl)c2)nn1 (stereo not drawn) | i | 0.8
CC(C)CNc1ncnc2c1ncn2[C@H]1CN(CCN2CCOCC2)C[C@@H](CO)O1 | i | 0.7
CC(C)C[C@H]1CNC(=S)N1C[C@H]1CCCN1C[C@H](Cc1ccccc1)N1C[C@H](Cc2ccc(O)cc2)N(CC2CCCCC2)C1=S | + | 5.1*
CCNC(=O)C1(C)CCCN1C(=O)c1ccc(F)c(Cl)c1 (stereo not drawn) | i | 1.1
CCCOc1cccn2c(N(C=O)Cc3ccc(OC)cc3)c(CC)nc12 | i | 1.2
CC(=O)Nc1cc(-c2cccc(C(=O)NCCN(C)C)c2)cn2c(-c3cccc(C(F)(F)F)c3)cnc12 | ? | .
CC1(Oc2ccc(CC#N)cc2)CCN(Cc2ccccc2OC(F)F)C1 (stereo not drawn) | i | 1.0
CC(=O)Oc1ccc(CN2C(=O)C(CCc3ccccc3)ON=C2c2cnccn2)cc1 (stereo not drawn) | i | 1.3
CCOC(=O)C1(C)CCCN(C(=O)c2c(-c3ccccc3)noc2C)C1 (stereo not drawn) | i | 1.0
CC[C@H](C)C1OC(=O)[C@@H](C)[C@@H](CC)NC(=O)[C@H](C)N(C)C(=O)C(C)(C)C(=O)C(C)NC(=O)[C@H](Cc2ccc(OC)cc2)N(C)C(=O)[C@H](C(C)C)N(C)C(=O)CNC(=O)[C@H](CC(C)C)N(C)C(=O)CNC1=O (stereo partly drawn) | ? | .
CCCCNC(=O)c1c(N)[nH]c(C(=O)c2ccccc2)c1-c1ccc(Cl)cc1 | i | 0.7
CCOC(=O)[C@]12CCCC=C1N(Cc1ccc(Cl)cc1Cl)C(=O)[C@H](CC(=O)NCCC(C)C)C2 | i | 1.0
CC(C)c1ccc(CC(=O)N2CCC2(C)C(=O)Nc2cccc(C#N)c2)cc1 (stereo not drawn) | i | 1.1
CCCCOC1NC(=O)NC(=O)C1(F)C(=O)OCC (stereo not drawn) | ? | .
OC1CCC(Nc2ccn3nc(-c4cccc(Cl)c4)cc3n2)CC1 (stereo not drawn) | i | 0.9
COC(=O)C[C@@H]1C=C[C@@H](NC(=O)c2cccnc2)[C@@H](CO)O1 | i | 1.2
O=C(Nc1cccc2ccccc12)c1csc(COCCO)n1 | i | 0.5
CC(C)CNC(=O)C1(C)CCCCCN1Cc1ccccc1-c1ccccc1 (stereo not drawn) | i | 0.9
CCc1nc2ccc(C(=O)NCCOc3ccc(OC)cc3)cn2c1N(C)Cc1ccc(OC)cc1 | i | 0.9
Cc1ccc(F)c(C(=O)N2CCCC(C)(C(=O)NS(=O)(=O)C3CC3)C2)c1F (stereo not drawn) | i | 0.9
Cc1ccc(Cc2c(-c3ccccc3)nc3c4ccccc4ccn23)cc1 | i | 2.5
COC1OC(c2ccccc2)=C(c2ccc(C(N)=O)cc2)c2ccc(F)cc21 (stereo not drawn) | i | 1.1
O=CNc1cc(-c2ccsc2)cn2c(-c3ccccc3)cnc12 | i | 0.9
CC1(C(=O)NS(=O)(=O)Cc2ccccc2C(F)(F)F)CCN1C(=O)c1cccc(F)c1 (stereo not drawn) | i | 1.2
CCOC(=O)[C@]12CCCC=C1N(CCC1=CCCCC1)C(=O)[C@H](CC(=O)NCCc1ccccc1OC)C2 | i | 2.8
CCCC(=O)N1CCCC1(C)C(=O)Nc1ccc(-n2cccc2)cc1 (stereo not drawn) | i | 1.0
CCCCNC(=O)c1nc(C2CCN(S(=O)(=O)c3cccc(C(F)(F)F)c3)CC2)oc1-c1ccccc1 | i | 2.5
Cc1ccc(-c2nc3ccc(Br)cn3c2Cc2cccc(F)c2)cc1 | i | 1.2
OCCCNc1ncnc2c1ncn2[C@H]1CN(Cc2ccncc2)C[C@@H](CO)O1 | i | 0.3
COc1ccc(CC(N)c2csc(NC(=O)Nc3ccc(F)cc3)n2)cc1 (stereo not drawn) | i | 1.3

Taken from above:
Under Myeloid diff 2 GFP+ MAC1+ %, `OCCCNc1ncnc2c1ncn2[C@H]1CN(Cc2ccncc2)C[C@@H](CO)O1` shows 0.3
Under Myeloid diff 2 GFP+ MAC1+ %, `CC(C)CNC(=O)C1(C)CCCCCN1Cc1ccccc1-c1ccccc1` (stereo not drawn) shows 0.9

4 of the entries above in order of their number in Myeloid diff 2 GFP+ MAC1+ %, rising:
compound | Myeloid diff 2 GFP+ MAC1+ %
OCCCNc1ncnc2c1ncn2[C@H]1CN(Cc2ccncc2)C[C@@H](CO)O1 | 0.3
O=CNc1cc(-c2ccsc2)cn2c(-c3ccccc3)cnc12 | 0.9
CCCC(=O)N1CCCC1(C)C(=O)Nc1ccc(-n2cccc2)cc1 (stereo not drawn) | 1.0
CC1(C(=O)NS(=O)(=O)Cc2ccccc2C(F)(F)F)CCN1C(=O)c1cccc(F)c1 (stereo not drawn) | 1.2

More results follow.
SMILES | Myeloid diff 2 | Myeloid diff 2 GFP+ MAC1+ %
NC(Cc1ccc(Cl)cc1)c1csc(Nc2ccc(C(F)(F)F)cn2)n1 (stereo not drawn) | i | 0.8
O=C(OCc1ccccc1)N1CCC2CC1c1cc(N3CCN(C(=S)NCCc4ccccc4)CC3)ccc12 (stereo not drawn) | i | 0.3
Cc1cc(C)n2c(Nc3c(C)cccc3C)c(-c3cccnc3)nc2n1 | i | 0.6
CCOC(=O)C1(C)CCCN1C(=O)c1ccccc1OC (stereo not drawn) | i | 1.2
CN1CCN(C(=O)C2Cc3c(-c4ccc5c(c4)OCO5)ccnc3O2)CC1 (stereo not drawn) | i | 0.4
CCOc1cccc(-c2cnc3cccnn23)c1 | i | 0.4
CCCCS(=O)(=O)NC(=O)C1(C)CCN1C(=O)C/C=C/c1ccccc1 (stereo not drawn) | i | 0.8
CC(C)C(=O)N1CCCC1(C)C(=O)Nc1ccc(-n2cccc2)cc1 (stereo not drawn) | i | 0.7
CNc1cncc(-c2ccc(CN(C)C)cc2)n1 | i | 1.2
COC(=O)[C@]12CCCCC=C1N(Cc1ccc3c(c1)OCO3)C(=O)[C@H](CC(=O)NCc1ccc(C)o1)C2 | i | 1.9
COc1cccc(-c2cnc(C(O)c3ccccc3)[nH]2)c1 (stereo not drawn) | i | 0.9
OC1CCC(Nc2ccn3nc(-c4cccc(OCc5ccccc5)c4)cc3n2)CC1 (stereo not drawn) | i | 0.8
COc1ccc(C(O)c2nc(-c3cccc(NC(C)=O)c3)cs2)cc1 (stereo not drawn) | i | 0.8
O=C(NCCN1CCC(n2c(=O)[nH]c3ccccc32)CC1)c1ccc(OC(F)(F)F)cc1 | i | 0.6
CSc1ccc(CN2CCC2(C)C(=O)NC2CCc3ccccc32)cc1 (stereo not drawn) | i | 0.4

An excerpt from above in order of molar mass, descending.
SMILES | Myeloid diff 2 | Myeloid diff 2 GFP+ MAC1+ %
O=C(OCc1ccccc1)N1CCC2CC1c1cc(N3CCN(C(=S)NCCc4ccccc4)CC3)ccc12 (stereo not drawn) | i | 0.3
CSc1ccc(CN2CCC2(C)C(=O)NC2CCc3ccccc32)cc1 (stereo not drawn) | i | 0.4
CNc1cncc(-c2ccc(CN(C)C)cc2)n1 | i | 1.2
